APEX1 inh – APE1 (human) endonuclease inhibition. 0.35% of 350,000 active. recombinant APE1, TAMRA/BHQ-2 abasic DNA cleavage fluorescence. Potency, µM (titrated, usually from 65.8 µM), for the others: at the top dose activity change, negative = inhibition, hits mostly inhibitors;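 further: potency means the concentration at half of the fitted maximal effect; plate controls were vehicle for no effect and reference inhibitor for full effect; nearly all actives have a fitted effect of over 55% in size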
Target sequence (P27695 whole entry, looked up): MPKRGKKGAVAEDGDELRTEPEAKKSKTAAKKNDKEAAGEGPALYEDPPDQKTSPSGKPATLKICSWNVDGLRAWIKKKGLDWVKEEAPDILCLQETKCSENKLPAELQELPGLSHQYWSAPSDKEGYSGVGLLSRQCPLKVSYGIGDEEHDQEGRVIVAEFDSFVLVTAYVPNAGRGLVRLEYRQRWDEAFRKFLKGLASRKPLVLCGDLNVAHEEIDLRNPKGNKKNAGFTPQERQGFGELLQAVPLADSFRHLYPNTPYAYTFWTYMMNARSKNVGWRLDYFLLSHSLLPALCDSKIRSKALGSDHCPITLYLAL
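Enzyme (0.75 nM final) and test compound are incubated 15 min at room temperature before adding 50 nM quenched THF abasic-site duplex. Cleavage dequenches TAMRA, followed at 525/598 nm over three reads one minute apart.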
GRP78 ERSR act – induces the endoplasmic reticulum stress response in human glioma cells | U87-MG GRP78 promoter luciferase reporter, 16 h | Potency, µM, for the others: at the highest dose activation, actives largely listed as activators | 0.02% of 420,000 active | AID 602332; further: potency means the concentration at half of the fitted maximal effect; series mostly up to about 76 µM; % of control where 0% means no effect; nearly all actives have a fitted effect of over 35% in size
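Stably transfected U87-MG glioma cells carrying a GRP78-based luciferase sensor; 16 h compound incubation. Luminescence end-point read 10 min after Bright-Glo addition at room temperature.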
Pol iota inh – inhibitors of human DNA polymerase iota. AID 588590. 1% of 390,000 active. Pol iota fluorescent replication assay, 10 min. Q9UNA4. Potency, µM (top dose mostly 115 µM), without a hit: top-dose activity, negative = inhibition, hits mostly inhibitors; further: potency means the concentration at half of the fitted maximal effect
Target sequence (Q9UNA4 whole entry, looked up): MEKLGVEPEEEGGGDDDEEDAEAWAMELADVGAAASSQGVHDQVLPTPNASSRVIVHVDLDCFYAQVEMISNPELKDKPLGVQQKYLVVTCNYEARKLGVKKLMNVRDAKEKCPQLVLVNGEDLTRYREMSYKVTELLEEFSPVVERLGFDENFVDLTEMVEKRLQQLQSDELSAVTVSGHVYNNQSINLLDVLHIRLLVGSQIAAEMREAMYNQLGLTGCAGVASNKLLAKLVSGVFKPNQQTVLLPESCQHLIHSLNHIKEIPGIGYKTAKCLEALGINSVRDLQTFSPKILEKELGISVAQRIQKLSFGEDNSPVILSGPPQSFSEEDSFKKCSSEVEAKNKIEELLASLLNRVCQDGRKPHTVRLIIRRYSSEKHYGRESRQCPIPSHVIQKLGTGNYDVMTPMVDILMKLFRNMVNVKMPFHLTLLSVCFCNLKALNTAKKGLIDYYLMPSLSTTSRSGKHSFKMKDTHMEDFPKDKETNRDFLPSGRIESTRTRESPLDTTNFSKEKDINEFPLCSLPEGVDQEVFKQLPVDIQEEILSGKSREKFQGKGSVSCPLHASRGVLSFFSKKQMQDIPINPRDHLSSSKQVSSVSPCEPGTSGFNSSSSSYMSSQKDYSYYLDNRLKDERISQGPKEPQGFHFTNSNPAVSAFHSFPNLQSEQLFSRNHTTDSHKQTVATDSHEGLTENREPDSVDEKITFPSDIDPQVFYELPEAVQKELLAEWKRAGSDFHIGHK
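Pol iota at 10 nM preincubated 15 min with compounds at room temperature; reaction started with fluorescent substrate, 50 nM final. Fluorescence read kinetically at 0 and 10 min; buffer-only wells as negative control.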
Pol kappa inh – blocks human DNA polymerase kappa activity; Q9UBT6; purified Pol kappa, fluorescent DNA synthesis assay, 10 min; Potency, µM (top dose mostly 107 µM), for the others: top-dose activity, negative = inhibition, actives largely listed as inhibitors; 0.53% of 400,000 active; AID 588579; further: potency means the concentration at half of the fitted maximal effect; on the % scale 0 is the no-effect control and ±100 the full control effect
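Readout: fluorescence, taken kinetically at 0 and 10 min. Conditions: 10 nM Pol kappa, 15 min RT compound preincubation, 50 nM substrate final. Controls: enzyme-free buffer wells.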
Apoferritin bind – binds horse apoferritin like a general anesthetic | Potency, µM (titrated, usually from 77.5 µM), for inactives: at the highest dose activity change, negative = displacement, actives largely listed as inhibitors | apoferritin/1-aminoanthracene competitive binding, fluorescence | AID 485281 | 0.074% of 350,000 active | P02791; further: potency means the concentration at half of the fitted maximal effect; on the % scale 0 is the no-effect control and ±100 the full control effect; nearly all actives have a fitted effect of over 20% in size
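Steps: apoferritin (10 uM) was premixed with half-saturated 1-AMA in PBS, compounds were pin-transferred, plates stood 10 min at room temperature, fluorescence was read at 380/535 nm, and curves were fitted with a Hill equation.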
POLB inh – inhibitors of human DNA polymerase beta; P06746; Pol beta primer extension/strand displacement, fluorescence kinetic; Potency, µM (highest dose often 114 µM), for the others: at the highest dose activity change, negative = inhibition, most hits filed as inhibitors; 1.3% of 340,000 active; further: potency means the concentration at half of the fitted maximal effect; on the % scale 0 is the no-effect control and ±100 the full control effect
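Homogeneous kinetic assay of primer extension and strand displacement by 10 nM Pol beta, preincubated 15 min at room temperature with compound before 50 nM substrate (final) was added. Read at 0 and 10 min; four-parameter Hill fit.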
LDHA block – LDHA (human) enzyme inhibition. P00338. purified LDHA, NADH/diaphorase-resazurin fluorescence; active compounds read low. activity change, % (values are at about 110 or 230 µM). 0.15% of 480,000 active. AID 1347041; in the data active means activity change below about -30%; inconclusive means mostly about -25% to -30%;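 further: plate controls were DMSO wells for no effect and wells without enzyme for full effect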
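Remaining NADH was detected by diaphorase (0.133 mg/mL) converting 37 µM resazurin to fluorescent resorufin, read at 0 and 20 minutes. The preceding 5-minute room-temperature reaction used 2 nM LDHA, 0.2 mM sodium pyruvate and 0.06 mM NADH at pH 7.4.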
POLH inh – DNA polymerase eta (human) inhibition; Q9Y253; recombinant Pol eta, fluorescent DNA replication assay; Potency, µM (highest dose often 114 µM), for the others: at the top dose activity change, negative = inhibition, hits mostly inhibitors; 1.2% of 390,000 active; further: potency means the concentration at half of the fitted maximal effect; on the % scale 0 is the no-effect control and ±100 the full control effect
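Fluorescent replication assay: 50 nM final substrate added after a 15 min room-temperature compound preincubation with 10 nM enzyme. Signal taken at 0 min and again at 10 min.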
BLM inh – inhibitors of human Bloom syndrome helicase BLM | recombinant BLM DNA unwinding, fluorescence dequenching | Potency, µM (top dose mostly 56.1 µM), for the others: at the top dose activity change, negative = inhibition, usual class: inhibitors | 0.2% of 350,000 active;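 further: potency means the concentration at half of the fitted maximal effect; plate controls were vehicle for no effect and no enzyme for full effect; nearly all actives have a fitted effect of over 35% in size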
Starred values were filed as active, the others as inactive; ? = inconclusive; . = not tested or not shown; & = joins results of further samples; [ ] = dose if it differs, or a comment. Unless noted, the call rests on the fitted dose curve; in most records, active means well fitted curve in the direction sought with a large enough effect; inconclusive means small, poorly fitted or top-dose-only effect, or another doubt; inactive means no such curve, though single readings can be large; an effect the other way counts as inactive or inconclusive. Only part of the results is shown; count on the stated rates, not on these rows.

SMILES	APEX1 inh	GRP78 ERSR act	Pol iota inh	Pol kappa inh	Apoferritin bind	POLB inh	LDHA block	POLH inh	BLM inh
COC(=O)c1cccc(COC(=O)c2ccccc2NC(=O)c2ccco2)c1	0%	-4%	7%	-6%	-4%	1%	-6	3%	-9%
COc1ccc(NC(=O)C2CCN(C(=O)c3cccs3)CC2)c(OC)c1	0%	-6%	17%	-12%	-6%	12%	-9	3%	-2%
Cc1c(C(=O)Nc2ccc3c(c2)OCCO3)oc2ccc(Br)cc12	4%	5%	-5%	-23%	.	.	-2	-13%	.
CC(O)[C@H]1CNC(=O)C(=O)N1CCC12CC3CC(CC(C3)C1)C2 (stereo partly specified)	12%	-3%	-4%	5%	4%	51%	-5	0%	-1%
O=C(O)c1cccc(CSc2nnc(-c3ccco3)o2)c1	14%	-9%	16%	7%	-9%	22%	-11	3%	-1%
Cc1nnc(NC(=O)c2sc3ccccc3c2Cl)s1	1%	-11%	2%	-16%	-16%	3%	-10	6%	-2%
CCCCOc1ccc(N(CC(=O)NCCOC)C(=O)CCC(=O)Nc2ccccn2)cc1	28%	-4%	?	2%	-3%	-1%	-7	-10%	0%
O=C(Cn1ncc2c3ccccc3n(Cc3ccccc3)c2c1=O)NCCCN1CCCC1=O	-1%	-5%	4%	-7%	-12%	67%	-9	-4%	2%
COc1ccccc1C(=O)NCC(=O)N/N=C/c1cccc(Cl)c1	?	1%	-8%	0%[60.1 µM]	?	-3%	-2	17%	-6%
Cc1cc(C(=O)COC(=O)/C=C/c2cccc(F)c2)c(C)n1C	-7%	-1%	115%[activator]	-4%	-16%	-2%	-1	-18%	-6%
CCN(CC)C(C(=O)NC1CCCCC1)c1ccc(C)cc1 (stereo unspecified)	-1%	-5%	42%[activator]	3%	-8%	-2%	-5	-22%	-1%
C/C(=N\OC(=O)c1ccc(F)cc1)c1sc(-c2ccccc2)nc1C	3%	4%	14%	-1%	-11%	15%	-6	-22%	-3%
O=S(=O)(c1ccc(=S)[nH]c1)N1CCCC1	14%	-4%	78%[activator]	-10%	.	.	-1	-14%	.
COC(=O)c1ccc(Nc2nc(C)cc(C)n2)cc1	0%	-4%	12%	7%	-9%	17%	0	-12%	1%
Cc1cccc(-c2nnc3sc(-c4ccccc4C)nn23)c1	-7%	8%	2%	-13%	?	?	6	-14%	-8%
CC1Nc2nc(N(C)C)[nH]c(=O)c2NC1C (stereo unspecified)	-1%	-5%	158%[activator]	-7%	132%[activator]	7%	7	-23%	-4%
O=c1ccc2cc(S(=O)(=O)N3CCN(c4ccccc4)CC3)ccc2o1	-1%	-4%	31%[activator]	-15%	5%	-26%	-3	-14%	0%
O=c1[nH]c(=O)n(-c2cc(Br)c(O)c(Br)c2)cc1Br	24%	1%	?	-13%	-1%	1%	-7	-5%	-3%
O=C(NCCc1ccccc1)c1cccc(NC(=O)c2ccccc2)c1	.	6%	-2%	1%	.	.	-8	-12%	.
Cc1cccc(SCc2noc(C(=O)NC(C)C)c2C(=O)O)c1	3%	2%	22%	7%	-11%	1%	-1	-17%	-1%
COc1ccc2nc(N3CCCC(C(=O)NCCCN4C(C)CCCC4C)C3)sc2c1 (stereo unspecified)	39%	-1%	128%[activator]	-20%	-6%	33%	-2	-14%	4%
Cc1ccc(C(=O)COC(=O)CSc2cccc3cccnc23)c(C)c1	.	?	9%	-1%	.	.	0	-18%	.
O=C(COC(=O)c1ccc(F)cc1F)Nc1ccc(Cl)cn1	3%	-3%	18%	-1%	.	.	-2	-18%	.
CC(=O)c1ccc(NC(=O)CCc2c(C)nn(-c3ccc(N4CCCCC4)nn3)c2C)cc1	.	-1%	6%	23%	-4%	1%	2	12%	-1%
Cc1ccc(C(=O)NNC2=Nc3cccc4cccc2c34)cc1	0%	2%	3%	-6%	-11%	1%	-4	-13%	0%
Next part.
SMILES	APEX1 inh	GRP78 ERSR act	Pol iota inh	Pol kappa inh	Apoferritin bind	POLB inh	LDHA block	POLH inh	BLM inh
CSCCC(N=C1NS(=O)(=O)c2ccccc21)C(=O)N1CCCC(C(N)=O)C1 (stereo unspecified)	1%	0%	28%	-5%	.	.	-7	-17%	.
COc1cc(OC)c(NC(=O)c2c(N3CCCC3=O)c3cc(C)ccc3n2C)cc1Cl	.	-1%	24%	6%	-8%	29%	-3	-26%	-2%
COC(=O)Nc1c(C)n(C)n(-c2ccccc2)c1=O	-2%	-2%	14%	0%	0%	24%	-4	-3%	-6%
O=C(CNC(=O)C(c1ccccc1)c1ccccc1)N/N=C\c1ccc2c(c1)OCO2	24%	?	8%	-10%	-14%	22%	-9	-8%	-5%
CCc1ccc(NC(=O)C(C)OC(=O)c2cc(=O)[nH]c3ccc(S(=O)(=O)Nc4ccc(F)cc4)cc23)cc1 (stereo unspecified)	0%	?	19%	2%	-21%	-10%	-1	-11%	2%
CN1CCN(C(=O)c2ccc(-n3cccc3)cc2)CC1	0%	-3%	9%	5%	-6%	27%	9	-2%	2%
COc1cc(NC(=O)c2cc(-c3ccccc3Cl)on2)cc(OC)c1OC	-14%	-5%	129%[activator]	-20%	-21%	4%	-2	-2%	-10%
COc1cccc(CNC(=O)c2ccc(-c3nc(CS(=O)(=O)c4ccccc4)c(C)o3)cc2)c1	.	-4%	?	-9%	9%	23%	2	-6%	-4%
CN(C)c1nc(N(C)C)nc(N(C)C)n1	15%	-3%&-1%&0%&-4%	2%	-23%[60.1 µM]	-1%	22%	-6	-6%	-3%
O=C(NCCCCCCNC(=O)OCc1ccccc1)OCc1ccccc1	.	-3%	11%	-8%	.	.	-15	9%	.
CC/C(=N\OC(=O)c1ccc(OC(C)C)cc1)c1ccc(C)cc1	-1%	1%	6%	-7%	11%	3%	2	-23%	-10%
Cc1ccc(OCCCC(=O)NC2CCCCC2)cc1	10%	1%	20%	-1%	?	1%	-1	-14%	-4%
COc1ccc(CNC(=O)COC(=O)c2ccc(S(=O)(=O)N3CCOCC3)cc2)cc1	12%	-1%	-10%	6%	.	.	-5	-4%	.
N/C(=N\c1nc2ccccc2o1)NC(=O)c1ccccc1F	6%	9%	0%	-6%	-21%	16%	-7	-22%	1%
Cc1onc(-c2ccccc2Cl)c1C(N)=O	-1%	-3%	14%	2%	-11%	18%	-2	3%	2%
Cc1cc(NC(=O)c2cc(-c3ccc(Br)cc3)on2)no1	-3%	9%	-10%	-13%	-17%	?	-9	-1%	-1%
COc1ccc(-c2nnc(SCC(=O)Oc3cccc(C)c3C)o2)cc1	.	-8%	24%	-19%	5%	?	-4	-17%	-3%
COCCNC(=O)Nc1ccc2nc(C)sc2c1	3%	-5%	?	4%	0%	?	-3	2%	-2%
CCOC(=O)c1cccc(NC(=O)c2ccc3c(c2)C(=O)N(CC2CCCO2)C3=O)c1 (stereo unspecified)	-19%	-2%	-25%	-5%	?	?	-3	-13%	-1%
Cc1ccc(C)c(OCc2cc(C(=O)N3C[C@@H](C)O[C@@H](C)C3)no2)c1	4%	3%	-2%	-14%	-15%	11%	-9	-6%	-2%
CCc1cccc(NC(=O)Cn2nc(-c3ccc(OC)cc3)ccc2=O)c1	.	-1%	6%	-11%[60.1 µM]	?	-26%	-1	-24%	-6%
COc1ccc(N2CCN(C3CCCN(Cc4cccc(C)c4)C3)CC2)cc1 (stereo unspecified)	1%	-1%	2%	-3%	-4%	4%	1	-12%	-4%
CCOc1ccccc1C(=O)N[C@H](C(=O)NCc1ccccc1)C(C)C	-2%	-2%	56%[activator]	-4%	-18%	-2%	-4	-16%	0%
CCOc1cc2[nH]c(=S)n(CCN3CCCCC3C)c(=O)c2cc1OCC (stereo unspecified)	-5%	-4%	13%	-11%	-12%	3%	0	3%	-6%
Cc1cnc(C(=O)OCC(=O)c2c[nH]c3ccccc23)cn1	25%	-1%	10%	1%	.	.	-4	-18%	.
(cont.)
SMILES	APEX1 inh	GRP78 ERSR act	Pol iota inh	Pol kappa inh	Apoferritin bind	POLB inh	LDHA block	POLH inh	BLM inh
COc1ccc(OC)c(/C=C/C(=O)N2CCCc3ccccc32)c1	3%	-2%	60%[activator]	-3%	?	0%	-3	-15%	-4%
COc1ccc(CNC(=O)C2CCN(S(=O)(=O)c3ccccc3)CC2)cc1	4%	2%	13%	-23%	-4%	4%	-16	-2%	0%
O=C(O)CC1SC(=O)N(CC(=O)c2ccccc2)C1=O (stereo unspecified)	3%	-3%	120%[activator]	2%	6%	53%	-7	-3%	1%
CCc1ccccc1NC(=O)c1cnc2sc(N3CCOCC3)nn2c1=O	.	-2%	35%[activator]	4%	-3%	2%	6	-6%	2%
O=C(CSc1nc2c(c(=O)[nH]1)CN(Cc1ccc3c(c1)OCO3)CC2)Nc1ccccc1Cl	.	-4%	39%[activator]	-4%	-10%	-9%	-3	?	-1%
CCOC(=O)C1=C(O)C(=O)NC(c2ccccc2)=C(OCC)C1	5%	-3%	25%	-9%	-1%	11%	0	-15%	-5%
CC(=O)Nc1ccc(NC(=O)c2nc(-c3ccccc3)oc2C)cc1	0%	-5%	12%	2%	8%	1%	-3&-5	-6%	-3%
O=C(Cc1cccc(NC(=O)C2CCCN(C(=O)CCc3ccccc3)C2)c1)Nc1ccc(C(=O)N2CCOCC2)cc1 (stereo unspecified)	.	-2%	3%	13%	.	.	0	-13%	.
Cn1ncc([N+](=O)[O-])c1C(=O)Nc1nc2ccccc2n1CCN1CCCCC1	?	-1%	-2%	-12%	-15%	-8%	-3	?	3%
CC1(C)CC(=O)C=C(Nc2ccc(OCC(F)(F)C(F)F)cc2)C1	0%	4%	19%	-10%	0%	-19%	7	-7%	-4%

Three structures from above, ordered by formula weight, largest number first:
SMILES	APEX1 inh	GRP78 ERSR act	Pol iota inh	Pol kappa inh	Apoferritin bind	POLB inh	LDHA block	POLH inh	BLM inh
O=C(CSc1nc2c(c(=O)[nH]1)CN(Cc1ccc3c(c1)OCO3)CC2)Nc1ccccc1Cl	.	-4%	39%[activator]	-4%	-10%	-9%	-3	?	-1%
COc1ccc(CNC(=O)C2CCN(S(=O)(=O)c3ccccc3)CC2)cc1	4%	2%	13%	-23%	-4%	4%	-16	-2%	0%
O=C(O)CC1SC(=O)N(CC(=O)c2ccccc2)C1=O (stereo unspecified)	3%	-3%	120%[activator]	2%	6%	53%	-7	-3%	1%
